proCasp7 act: counter-screen for procaspase-3 activators: activators of human procaspase-7; P55210; 330,000 compounds, 0.093% hits; activation, % at 8.5 µM; recombinant procaspase-7, Ac-DEVD-pNA absorbance 405 nm; D23A/D198A/D206A triple mutant, cannot self-cleave; scale: DMSO 0, 5 µM enzyme 100; AID 463210;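 active means percent activation above the screen-wide mean plus 3 SD, cut at about 25% in these data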
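Assay system: Uncleavable procaspase-7 mutant enzyme / Input: 2 µM procaspase-7 mutant as dispensed / Dosing: single nominal 8.5 µM compound dose, 0.8% DMSO final / Timing: 1 h enzyme–compound preincubation and 2 h substrate reaction, both 25 °C / Detection: p-Nitroaniline absorbance at 405 nm, read at 0 and 120 min / Replication: singlicate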
GRK2 aptamer HTS: human GRK2 inhibition via aptamer displacement. bead flow cytometry, FAM-aptamer displacement from GRK2. 330,000 compounds, 0.59% hits. AID 488847. inhibition of aptamer binding, % at 10 µM. P25098;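 active means inhibition of aptamer binding above 40%, roughly 3 SD of noise, on plates passing a quality check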;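 further: median bead fluorescence of bound FAM aptamer so fluorescent compounds give negative values; no value below 0 was filed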
procasp3 activ: activates human procaspase-3. P42574. recombinant procaspase-3 D3A, Ac-DEVD-pNA absorbance 405 nm. activation, % at 8.5 µM. 330,000 compounds, 0.11% hits;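 active means activation above the mean of all tested compounds plus 3 SD, cut at about 21% in these data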;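 further: 0% = DMSO alone and 100% = DMSO wells spiked with extra 5 µM PC-3 D3A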
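Compound: 8.5 µM single point, 0.8% DMSO / Material: Autoprocessing-dead procaspase-3 D3A mutant enzyme / Timing: 1 h preincubation plus 2 h reaction at 25 °C / Medium: Zinc-free HEPES/NaCl buffer with 0.01% Triton X-100 at pH 7.4 / Technique: 405 nm absorbance of p-nitroaniline, reads at 0 and 120 min / Repeats: one well per compound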
VLA-4 inh: inhibition in a human VLA-4 binding assay | P13612 | VLA-4 expressing cells, ligand binding flow cytometry | inhibition, % (about 7 µM as worked out from the volumes in the protocol) | 330,000 compounds, 0.2% hits | AID 2557; in the data active means inhibition above about 50%
Target sequence (P13612 whole entry, looked up): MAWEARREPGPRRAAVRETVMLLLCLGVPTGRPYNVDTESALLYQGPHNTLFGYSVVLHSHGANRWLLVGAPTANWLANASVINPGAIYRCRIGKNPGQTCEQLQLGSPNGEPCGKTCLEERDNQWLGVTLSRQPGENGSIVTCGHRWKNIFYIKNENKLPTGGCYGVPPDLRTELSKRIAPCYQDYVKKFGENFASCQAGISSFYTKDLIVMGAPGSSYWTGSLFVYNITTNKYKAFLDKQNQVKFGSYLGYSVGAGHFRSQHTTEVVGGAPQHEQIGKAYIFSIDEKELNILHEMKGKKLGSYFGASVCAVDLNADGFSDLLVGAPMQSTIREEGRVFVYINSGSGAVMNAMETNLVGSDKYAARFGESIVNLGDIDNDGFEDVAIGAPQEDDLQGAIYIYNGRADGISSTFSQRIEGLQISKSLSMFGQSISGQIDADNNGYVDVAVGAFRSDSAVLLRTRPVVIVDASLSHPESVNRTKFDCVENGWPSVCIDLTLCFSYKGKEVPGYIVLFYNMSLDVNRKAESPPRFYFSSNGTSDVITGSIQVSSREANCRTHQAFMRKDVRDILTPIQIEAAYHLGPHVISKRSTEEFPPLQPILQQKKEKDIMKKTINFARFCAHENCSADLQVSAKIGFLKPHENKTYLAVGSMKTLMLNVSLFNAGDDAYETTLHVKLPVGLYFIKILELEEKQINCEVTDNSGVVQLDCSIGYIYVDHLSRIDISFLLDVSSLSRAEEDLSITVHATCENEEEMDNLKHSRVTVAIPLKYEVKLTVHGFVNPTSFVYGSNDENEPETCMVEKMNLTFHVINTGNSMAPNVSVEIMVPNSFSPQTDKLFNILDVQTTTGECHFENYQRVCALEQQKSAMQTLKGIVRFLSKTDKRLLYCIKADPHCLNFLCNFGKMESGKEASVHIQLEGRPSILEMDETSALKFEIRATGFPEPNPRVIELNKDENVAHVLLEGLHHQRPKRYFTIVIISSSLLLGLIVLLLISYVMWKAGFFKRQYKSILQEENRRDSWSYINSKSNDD
HCV core dimer: HCV core protein dimerization inhibition; 300,000 compounds, 0.33% hits; TR-FRET GST/Flag-core106 dimerization, 1536-well; inhibition, % at 5 µM;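 active means inhibition above the mean of all tested compounds plus 3 SD, set per screening campaign, cut at about 45% in these data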
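test system = GST/Flag-tagged HCV core106 proteins | probe or stimulus = Eu donor and XL665 acceptor anti-tag antibodies | times = compound-protein-antibody incubation 4 h at 22.5 °C | signal = TR-FRET, excitation 340 nm, emission 617 and 671 nm | measure = percent inhibition of core106 dimerization signal | controls = wells lacking GST-core106 and wells with excess unlabelled core106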
JMJD2C inh: blocks human GASC-1 demethylase activity. GST-JMJD2C(1-420) H3K9me3 demethylation, DELFIA europium. inhibition, % at 2.35 µM. 330,000 compounds, 0.069% hits. AID 2099;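 active means more than half of a compound's replicate wells show inhibition beyond 50%, single wells judged on their own value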;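 further: signal counts dimethyl H3K9 product captured on neutravidin plate; 0% = median of DMSO wells and 100% = 0.3 times that DMSO median; strong numbers were not always called active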
Fh CTSL1 inh: cathepsin L1 inhibition, PFM18AAP counter-screen; 300,000 compounds, 0.49% hits; recombinant F. hepatica cathepsin L1, Z-Leu-Arg-MCA fluorescence; inhibition, % at 5.96 µM;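 active means inhibition above the mean of all tested compounds plus 3 SD, set per screening campaign, cut at about 17% in these data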;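 further: 0% = plate median of test compound wells and 100% = 1 µM Z-Phe-Ala-diazomethylketone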
PP1 inh: PP1-alpha (human) inhibition in PP5 counter-screen; purified PP1alpha, OMFP fluorescence; 320,000 compounds, 0.9% hits; inhibition, % at 6.7 µM; AID 2235;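 active means inhibition above the mean inhibition of all tested compounds plus 3 SD, computed separately for each screening campaign, cut at about 15% in these data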
PP5 primary: blocks human protein phosphatase 5 activity; AID 1987; inhibition, % at 6.7 µM; purified PP5c, OMFP substrate fluorescence; 320,000 compounds, 0.18% hits;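 active means inhibition above the campaign's mean inhibition across all tested compounds plus 3 SD, cut at about 9.5% in these data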;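 further: 0% = DMSO only and 100% = 100 µM cantharidin control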
Active calls of the source: *; x = no result given.

SMILES | proCasp7 act | GRK2 aptamer HTS | procasp3 activ | VLA-4 inh | HCV core dimer | JMJD2C inh | Fh CTSL1 inh | PP1 inh | PP5 primary
CC1CCc2c(sc3ncnc(N4CCOCC4)c23)C1 (stereo not drawn) | 0 | 3 | -3 | -15 | -5 | -11 | -1 | -5 | 0.5
C=CCn1c(N)c(C(=O)Nc2ccc(C)c(C)c2)c2nc3ccccc3nc21 | 4 | 0 | -15 | -8 | 1 | -22 | 5 | -5 | 1.5
CCOC(=O)c1cc(/C(C)=N/OC(=O)c2ccc(Cl)cc2)on1 | 0 | 1 | 3 | 17 | -1 | x | -6 | -2 | -1.7
Cn1c(=O)c2[nH]c(N3CCN(c4cccc(O)c4)CC3)nc2n(C)c1=O | -3 | 0 | -3 | -10 | -7 | 38 | 2 | 0 | 0.3
COc1ccccc1NC(=O)C(C)N(C)CC(=O)Nc1cccc2ccccc12 (stereo not drawn) | -1 | 1 | -3 | 6 | x | x | x | x | x
COc1ccc(NC(=S)NCCc2c[nH]c3ccc(OC)cc23)c(OC)c1 | -7 | 4 | -4 | -2 | -12 | -18 | 0 | -6 | 4.6
CCCCn1c(N)c(N(CC)C(=O)c2ccc(N3CCCC3=O)cc2)c(=O)[nH]c1=O | 4 | 0 | 9 | -2 | -3 | x | 0 | -5 | -1.5
CC(CC(=O)N1CCN(c2ccc(C(F)(F)F)cn2)CC1)n1ccnc1 (stereo not drawn) | -4 | 0 | 10 | -5 | 0 | 1 | -4 | 1 | -0.5
O=C(CNC(=O)OCc1ccccc1)Oc1cc2oc(=O)cc(-c3ccccc3)c2cc1Cl | -9 | 0 | -5 | 0 | -2 | -11 | -2 | -3 | 3.6
Cc1ccc(N/C(N)=N/c2nc(C)cc(C)n2)cc1 | 2 | 0 | 4 | 0 | -5 | 5 | -1 | 2 | 0.2
O=C(c1ccco1)N1CCN(c2ccc(F)cc2)CC1 | -2 | 3 | 7 | 4 | -4 | -8 | -1 | -1 | 0.0
Cc1cccc(C)c1NC(=O)c1cccc2c1-c1ccccc1C2=O | 8 | 0 | -11 | 7 | -3 | 34 | -1 | 0 | 2.1
COC(=O)c1cc(C(=O)N2CCN(C(=O)c3ccco3)CC2)cc([N+](=O)[O-])c1 | 0 | 8 | 7 | 13 | 7 | 7 | 2 | 0 | -0.1
CN(C)S(=O)(=O)c1ccc(-c2csc(N/N=C/c3ccc(O)cc3)n2)cc1 | -12 | 4 | -5 | -6 | -1 | -5 | 8 | 0 | 1.6
CCOC(=O)c1nnn(-c2nonc2N)c1CN(CC)c1ccccc1 | 9 | 0 | 9 | 0 | 1 | 11 | -3 | 4 | 3.1

Some of the entries so far, with each value named.
Compound: CCOC(=O)c1cc(/C(C)=N/OC(=O)c2ccc(Cl)cc2)on1
  proCasp7 act: 0 | GRK2 aptamer HTS: 1 | procasp3 activ: 3 | VLA-4 inh: 17 | HCV core dimer: -1 | JMJD2C inh: x | Fh CTSL1 inh: -6 | PP1 inh: -2 | PP5 primary: -1.7
Compound: O=C(CNC(=O)OCc1ccccc1)Oc1cc2oc(=O)cc(-c3ccccc3)c2cc1Cl
  proCasp7 act: -9 | GRK2 aptamer HTS: 0 | procasp3 activ: -5 | VLA-4 inh: 0 | HCV core dimer: -2 | JMJD2C inh: -11 | Fh CTSL1 inh: -2 | PP1 inh: -3 | PP5 primary: 3.6
Compound: CN(C)S(=O)(=O)c1ccc(-c2csc(N/N=C/c3ccc(O)cc3)n2)cc1
  proCasp7 act: -12 | GRK2 aptamer HTS: 4 | procasp3 activ: -5 | VLA-4 inh: -6 | HCV core dimer: -1 | JMJD2C inh: -5 | Fh CTSL1 inh: 8 | PP1 inh: 0 | PP5 primary: 1.6

Further structures
SMILES | proCasp7 act | GRK2 aptamer HTS | procasp3 activ | VLA-4 inh | HCV core dimer | JMJD2C inh | Fh CTSL1 inh | PP1 inh | PP5 primary
O=C1CSC(=Nc2ccccc2Cl)N1 | -8 | 0 | -2 | 0 | -3 | 7 | 4 | -12 | 0.6
CCCOc1cc(CC(=O)NCc2ccco2)ccc1OC | -17 | 2 | -12 | -2 | 1 | -15 | -5 | 5 | 3.2
COc1ccc(CNC(=O)c2ccc(N3CCC4(CC3)CC(c3ccc(Cl)cc3)=NO4)c(NC(=O)c3ccccc3)c2)cc1 | 10 | 1 | 0 | -8 | -3 | -10 | 3 | 10 | 1.5
COc1ccc(OC)c(NC(=O)C2CCN(Cc3cnn(-c4ccccc4)c3-n3cccc3)CC2)c1 | 12 | 0 | 2 | 11 | 0 | 5 | 3 | -2 | 1.2
Cc1[nH]cc(Br)c(=O)c1Oc1ncc(C(F)(F)F)cc1Cl | -4 | 0 | 2 | -2 | -5 | 0 | 0 | -2 | -1.0
CCC(=O)c1ccc(OCC(=O)N2CCCC2)c(OC)c1 | -1 | 0 | -6 | 23 | -1 | -1 | -10 | 3 | 1.3
O=C(NC1CCCCCC1)c1cccs1 | 1 | 0 | -1 | -4 | -4 | 6 | 1 | 4 | -0.3
Cc1nn(CC(=O)NCc2cc3ccccc3[nH]2)c(C)c1[N+](=O)[O-] | 1 | 0 | 8 | 4 | -1 | -4 | 0 | -2 | -0.4
Cc1ccc(NC(=O)CSc2nc(=O)cc(N)n2-c2ccccc2)cc1 | 4 | 0 | -3 | 28 | 3 | -2 | 4 | 1 | 0.6
CCc1ccc(N(C(=O)c2snc(C(N)=O)c2N)C(C(=O)NCC2CCCO2)c2cccs2)cc1 (stereo not drawn) | -5 | 0 | 0 | -8 | 8 | -1 | 4 | 1 | 1.1
COc1cccc(C=Nc2ccccc2C(=O)Nc2nccs2)c1OC | 2 | 0 | -3 | -7 | 5 | 4 | 1 | 0 | 0.3
O=C(N/N=C/c1cccnc1)c1ccc2c(c1)OCO2 | -2 | 1 | -6 | 0 | -3 | -18 | -1 | 0 | -0.7
O=CN(/C=C1\Sc2ccccc2C1=O)Cc1ccccc1 | -18 | 1 | -9 | 0 | -4 | -2 | -4 | -3 | 3.0
Cc1onc(-c2c(F)cccc2Cl)c1C(=O)Nc1c(C)n(C)n(-c2ccccc2)c1=O | -10 | 0 | -1 | 4 | -1 | -8 | -1 | -3 | 1.1
COc1cccc(/C=N/NC(=O)c2ccc([N+](=O)[O-])cc2Cl)c1O | -5 | 1 | -9 | 30 | 2 | 5 | 5 | -3 | -2.1
O=C(Nc1ccccc1)N1CCC(n2c(=O)[nH]c3ccccc32)CC1 | 4 | 0 | 11 | -9 | 3 | 1 | 7 | -3 | -0.3
Cc1ccc(S(=O)(=O)N/N=c2\oc3ccccc3cc2C(=O)Nc2cccc(C)c2)cc1 | 2 | 0 | -1 | 21 | 6 | -4 | 3 | 0 | -1.2
CS(=O)(=O)Nc1ccc(C2=NN(C(=O)c3ccco3)C(c3ccc(F)cc3)C2)cc1 (stereo not drawn) | -5 | 1 | 6 | 9 | 6 | 11 | 7 | 1 | 4.2
CCN(CC)CCCNc1nc2ccccc2c2nc(-c3ccncc3)nn12 | 0 | 0 | -5 | 7 | 0 | 15 | 2 | 3 | -0.3
Cc1ccc(C(=O)c2no[n+]([O-])c2C(=O)c2ccc(C)cc2)cc1 | 9 | 0 | -17 | 6 | 7 | 2 | 3 | -2 | 3.4
COc1cc2c(cc1OC)C(C(=O)NCc1ccco1)C(c1cccs1)N(C)C2=O (stereo not drawn) | -6 | 1 | 9 | 20 | 2 | -21 | -5 | -2 | 1.7
Cc1cc(C)c2nc(/N=C(\N)NC(=O)Nc3ccccc3)nc(C)c2c1 | 6 | 0 | -6 | 0 | 8 | -7 | 0 | 6 | 0.7
CCCCn1c(=O)nc2n(-c3ccccc3C)c3ccccc3cc-2c1=O | -3 | 0 | -7 | 19 | 6 | -2 | 2 | -6 | -0.4
CSCCC(NC(=O)COc1ccccc1)C(=O)N(C)Cc1cccc(F)c1 (stereo not drawn) | 10 | 0 | 3 | 14 | x | x | x | 2 | -0.2
Cc1ccc(CSCCC(=O)NCCC2=CCCCC2)cc1 | 3 | 0 | -2 | 2 | 3 | -2 | -1 | 3 | 0.4
COc1ccc(NC(=O)c2ccccc2OCc2ccc(F)cc2)c(OC)c1 | 9 | 0 | -1 | 1 | -7 | 2 | -1 | 3 | 3.3
COn1c(SCc2ccc(Cl)cc2)nc2ccccc2c1=O | -3 | 1 | 11 | 7 | 2 | -1 | 0 | 0 | 0.3
Cc1ccc(C(=O)OCCN(C)Cc2ccccc2)cc1 | 2 | 2 | 0 | 8 | -7 | -5 | 0 | -3 | 3.6
O=C(c1ccc(Br)o1)N1CCN(c2ccc3nnc(-c4ccccc4)n3n2)CC1 | -4 | 2 | 0 | -16 | 9 | -3 | 3 | -2 | 1.8
Cc1cc(C)c(Nc2ncnc(N)n2)c(C)c1 | 10 | 1 | 0 | -3 | -2 | 1 | -1 | -1 | 1.6
C/C(=N\NC(=O)c1ccc(N(C)C)cc1)c1ccc(C)cc1C | -28 | 4 | -10 | -7 | 0 | 4 | 1 | -2 | 1.8
CCOc1ccc(N(CC(=O)Nc2ccccc2OC)S(C)(=O)=O)cc1 | 8 | 1 | -8 | 8 | -3 | -22 | 3 | -1 | 2.0
CCOC(=O)c1ccc(-n2ccnc2)c(NC(=O)c2cccc(Br)c2)c1 | 0 | 3 | 7 | 10 | 1 | 1 | -2 | 2 | 2.8
COc1cccc(/C=N/NC(=O)c2ccncc2)c1OC(=O)c1ccc(Br)cc1 | 8 | 0 | 7 | 8 | 3 | 7 | 3 | 2 | -1.1
CCCNC(=O)Nc1ccc(C)cc1C | 3 | 5 | -4 | 21 | -3 | -20 | -7 | -3 | 0.8
CC(Oc1ccc(F)cc1)C(=O)NN (stereo not drawn) | 11 | 0 | -2 | -4 | -2 | -2 | 0 | 0 | 0.8
O=C(O)c1cccc(N2C(=O)c3cccc(Oc4ccc(Cl)cc4)c3C2=O)c1 | 2 | 6 | 0 | 23 | -4 | -1 | -1 | 1 | 2.4
CN(C)c1ccc(C2OC(=O)C3(CCCC3)C(=O)C2(C)C)cc1 (stereo not drawn) | 5 | 0 | -1 | 16 | -3 | 0 | 4 | -2 | 4.3
CCc1ccc(C2C(C(=O)O)c3ccccc3C(=O)N2C)cc1 (stereo not drawn) | 2 | 1 | -6 | -21 | 8 | 8 | -1 | -3 | 1.2
CC1CCCC(NS(=O)(=O)c2cccc3nsnc23)C1C (stereo not drawn) | 10 | 0 | 13 | -6 | -3 | 4 | -2 | -2 | 2.3
Cc1cccc(-c2cc(C(=O)Nc3sc(C)c(C)c3C(N)=O)c3ccccc3n2)c1 | -5 | 0 | -13 | -11 | 17 | 17 | 6 | -1 | -7.5
O=S(=O)(c1ccccc1)N1CCN(CC2CC3C=CC2C3)CC1 (stereo not drawn) | -3 | 1 | -4 | 37 | -8 | 1 | 5 | 3 | 0.8
C=C(C)Cn1c(CN(C)Cc2ccccc2)nc2c1c(=O)n(C)c(=O)n2C | 12 | 0 | 11 | 10 | -3 | -11 | 0 | -5 | 1.3
